# Source: PubChem (Columbia University Molecular Screening Center)
# mHtt clearance – clearance of mutant huntingtin inclusions, primary screen, imaging, HeLa Exon1htt(103Q)mCFP, confocal imaging. inhibition, % at 1.5 µM. aggregate imaging; zero = plate's median compound well. 47,000 compounds, 0.42% hits;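 active = inhibition of aggregate fluorescence above about 70%, also judged a hit by eye on the cell image, limit read from the data, passing the limit was not always enough; inconclusive = no rule stated for this call; inactive = not judged a hit on image review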;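 also: cells exposed to compound for three days before fixation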
# mHtt clearance grain fraction – further read-out of mHtt clearance, marked with its call; fraction fluorescence in grains; measured here: aggregate grain fluorescence fraction; stronger effect = lower value;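 scaled fraction of total cell fluorescence in grains with unit not stated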
# * hit, by the source's call; ? = inconclusive; . = no result given. An excerpt. The share of hits here may be higher or lower than overall.
SMILES,mHtt clearance,mHtt clearance grain fraction
COc1ccc(NC(=O)C2CCN(S(=O)(=O)c3c(C)noc3C)CC2)cc1Cl,-30,25
CCCc1nc2ccccc2c(=O)n1-c1c(C)n(C)n(-c2ccccc2)c1=O,10,16
CC(C)CN(CC(C)C)C(=O)C12CCC(C)(C(=O)C1)C2(C)C (stereo not drawn),60,7.9
CCOc1ccc(C(O)c2nccn2Cc2ccccc2)cc1 (stereo not drawn),11,36
CCCOC(=S)NC(=O)c1sc2ccccc2c1Cl,-27,38
Cc1cccc(-n2nc(C)cc2N)c1,27,26
CC(CC(=O)Nc1nncs1)c1ccccc1 (stereo not drawn),34,13
O=C(Nc1cccc(Oc2ccc3c(c2)C(=O)NC3=O)c1)c1ccco1,-106,38
Cc1ccc(S(=O)(=O)N2CCN(Cc3cccc(C)c3O)CC2)cc1,23,14
COC(=O)c1sccc1-c1ccc(C(=O)Nc2ccccc2)o1,18,31
CC(=O)c1cccc(N=C2NC(=O)C(CO)(CO)S2)c1,-28,25
Cc1ccsc1/C=C1\SC(N2CCOCC2)=NC1=O,11,27
CC(=O)N1CCN(C2=NC(=O)C(=C3CCCCC3)S2)CC1,16,15
O=C(CSc1nnc(-c2ccccn2)n1Cc1ccco1)Nc1ccc2c(c1)OCO2,8,33
O=C(C1CCN(S(=O)(=O)c2cccc3nsnc23)CC1)N1CCN(c2ccccc2F)CC1,1,36
CCN(CC)C(=O)c1sc(NC(=O)Cc2cccs2)c(C#N)c1C,-32,27
O=C(CSc1ccccn1)Nc1nc2ccc(Br)cc2s1,52,19
CC(Sc1nc(N2CCOCC2)c2c(c1C#N)CC(C)(C)OC2)C(=O)Nc1ccccc1 (stereo not drawn),-43,28
O=C(Cc1noc2ccccc12)Nc1ccc2ccccc2c1,-68,31
O=C(NC1CCCC1)C1CCCN(S(=O)(=O)c2cnc[nH]2)C1 (stereo not drawn),-7,48
CCOC(=O)C1CCN(Cc2cnc(NC(=O)OC)s2)CC1,-72,59
CCOC(=O)C1(CC)NC(c2ccco2)C2C(=O)N(c3ccc(C)cc3)C(=O)C21 (stereo not drawn),-58,35
CSCCC1C(=O)OC2(C)CC(C)(C)NC(=S)N12 (stereo not drawn),18,16
O=C(CSc1nnc(-c2ccc(O)cc2)n1Cc1ccco1)c1ccccc1,-40,28
O=C(Nc1ccccc1C(F)(F)F)N1CCN(C(c2ccccc2)c2ccccc2)CC1,-35,32
CC(C)CC(NC(N)=O)C(=O)OCC(=O)NC(=O)NC1CCCC1 (stereo not drawn),20,23
O=C(OCc1nnc(-c2ccc(Cl)cc2)o1)c1ccc(=O)n(Cc2ccccc2)n1,5,19
Cn1c(=O)c2[nH]c(CN(Cc3ccccc3)Cc3ccccc3)nc2n(C)c1=O,-46,30
Cc1cc(C)cc(NC(=O)CSc2nc3ccncc3[nH]2)c1,54,19
Cn1nnnc1-c1cc(Br)ccc1NC(=O)c1ccccc1,-11,48
Fc1ccccc1/C=C1\CCCC2=C1Nc1nnnn1C2c1ccccc1F (stereo not drawn),8,36
CCCNCc1cc(OCC)c(OCC(N)=O)cc1Br,35,11
Cc1nc(NC2=NC(C(=O)Nc3ccc(Cl)cc3)CC(=O)N2)nc2ccccc12 (stereo not drawn),22,23
COc1ccccc1C1CC(c2ccc(Cl)cc2Cl)Nc2nc(N)nn21 (stereo not drawn),-68,60
CCn1ncc(/C=N\NC(=O)c2csc3ccccc23)c1C,-3,35
CCOc1c(C(=O)CC)cc2c(C)cc(=O)oc2c1C,0,20
CCCCC1CC(CSc2ncn[nH]2)OC1=O (stereo not drawn),0,45
Cc1cc2nc(-c3cccc(NC(=O)c4ccc(Br)o4)c3C)oc2cc1C,-44,49
Cc1cc(/C=C2\SC(=S)N(Cc3ccco3)C2=O)c(C)n1-c1cccnc1,-80,55
CCOC(=O)N1CCC(=C(C#N)C(=O)Nc2cc(OC)ccc2OC)CC1,21,28
O=C(Nc1nccs1)C1CCCN1S(=O)(=O)c1ccc(Cl)cc1 (stereo not drawn),13,33
CCn1c(SCC(=O)c2ccc(O)c(O)c2)nnc1-c1ccccc1OC,-21,25
CN(CC(=O)Nn1cnnc1)S(=O)(=O)c1cc(Cl)ccc1Cl,-45,31
COc1cc(/C=C2/C(=O)ON=C2C)ccc1OCc1ccccc1F,26,22
Cn1c(=O)[nH]c(=O)c2c1nc(OC(=O)c1ccccc1)n2CC(O)COc1ccc(F)cc1 (stereo not drawn),-2,36
COC(=O)COc1nc(C)c(Br)c(OC)n1,-34,25
CC(=O)c1cccc(NC(=O)CN(c2ccc(C)cc2)S(=O)(=O)c2cccc3nonc23)c1,-7,31
O=C(C1CCN(S(=O)(=O)c2cccnc2)CC1)N1CCN(c2cccc(Cl)c2)CC1,?,.
Cc1cccc2c1N(CCCOc1ccc(C(C)(C)C)cc1)C(=O)C2=O,-48,55
CC(C)(C)n1nc(-c2ccc(Cl)cc2)c2c(N)ncnc21,-27,49
O=C(N1CCOCC1)N1CCCC(c2nc(-c3cccs3)no2)C1 (stereo not drawn),50,17
CCN=C(Nc1ccc(Cl)cc1)c1cccnc1,5,36
N#CCSc1nnc(CNc2ccc(F)cc2)o1,-33,25
Cc1nc(NCc2ccccn2)c2ccccc2n1,58,7
COc1ccc(CN2C(=O)CCC2(C)C(=O)NCc2cccnc2)c(OC)c1 (stereo not drawn),18,16
Cc1ccc(NC2=NCC(=O)N2C2CCCC2)c(C)c1,-72,33
CC1CCN(C(=O)CN(c2ccc3c(c2)OCO3)S(C)(=O)=O)CC1,25,16
O=C1c2cccc3c(N4CCCCC4)ccc(c23)C(=O)N1c1ccc(Cl)cn1,-62,31
CCOC(=O)N1CCN(C2=CC(=O)OC23CCCCC3)CC1,-17,26
COc1ccc(C2NC(=O)NC3=C2CCc2ccccc23)cc1 (stereo not drawn),-2,35

# Additional results
SMILES,mHtt clearance,mHtt clearance grain fraction
CCOC(=O)c1nn(-c2ccccc2)c(-c2ccccc2)c1C(=O)c1ccccc1,23,29
O=C(CCCC(=O)N1CCN(c2ccccc2F)CC1)N1CCN(c2ccccc2F)CC1,31,27
COCCCNC(=O)CS(=O)Cc1nc(-c2cccc(OC)c2)oc1C (stereo not drawn),19,30
CCc1c(C(=O)Nc2ccc(OC)c(Cl)c2)[nH]c(C)c1C(C)=O,28,27
CCCn1nnc(NC(=O)c2cccnc2Cl)n1,48,10
O=C(NCCCN1CCOCC1)c1cccs1,-18,19
CC(C)CNC(=S)NNC(=O)c1ccc(OC(F)F)cc1,-56,61
Cc1cc(C)n(C(=O)COc2ccccc2C)n1,14,18
COc1ccc(C2/C(=C(/O)c3ccccc3)C(=O)C(=O)N2C)cc1 (stereo not drawn),10,15
COc1ccc(C2NC(C(=O)O)Cc3c2[nH]c2ccccc32)cc1OC (stereo not drawn),-36,32
Clc1ccc(-c2nnc3n2CCCC3)cc1Cl,-11,24
CC(C)OC(=O)CSc1nnc(-c2cnccn2)n1-c1ccccc1,17,16
CN(C)CCCOC(=O)Cc1ccc(Cl)cc1,-8,22
CC(C)(C)NC(=O)C(c1ccccc1F)N(Cc1ccco1)C(=O)c1csnn1 (stereo not drawn),2,41
CCCOc1ccccc1C(=O)N(Cc1ccco1)C1CCS(=O)(=O)C1 (stereo not drawn),38,25

# In another format: results already given.
canonical_smiles	mHtt clearance	mHtt clearance grain fraction
Cc1cc(C)n(C(=O)COc2ccccc2C)n1	14	18
COc1ccc(C2/C(=C(/O)c3ccccc3)C(=O)C(=O)N2C)cc1 (stereo not drawn)	10	15

# Continuation.
SMILES,mHtt clearance,mHtt clearance grain fraction
COc1cc2cc(C(c3nnnn3C(C)(C)C)N3CCC(C)CC3)c(=O)[nH]c2cc1OC (stereo not drawn),65,11
Cc1ccc(-n2nnnc2SC(C)C(N)=O)c(C)c1 (stereo not drawn),-30,46
Fc1ccc(C(c2nnnn2C2CCCC2)N2CCc3ccccc32)cc1 (stereo not drawn),26,22
Cc1ccc(C)c2[nH]c(=O)c(CN(Cc3ccc4c(c3)OCO4)Cc3nnnn3Cc3ccco3)cc12,47,11
O=C1CCCC2=C1C(c1ccccc1)CC(=O)N2c1ccccc1 (stereo not drawn),-24,45
Cc1cc(Cl)ccc1OCCCC(=O)NCC1CCCO1 (stereo not drawn),36,25
CC(=O)c1c(C(C)=O)c(C)n(-c2ccc(N)c(C)c2)c1C,-34,31
NC(=O)c1ccccc1N/C=C/C(=O)c1ccc(F)cc1,0,43
COc1cccc(-n2nnnc2SCC(=O)Nc2nc3c(s2)CCCC3)c1,-9,21
N#Cc1cc2c(nc1SCC(=O)O)CCCC2,-13,22
CCOC(=O)c1nnn(CC(=O)N2N=C(c3ccccc3)CC2c2ccccc2)c1C(=O)OCC (stereo not drawn),-2,20
CC(C)Cn1nc(NS(=O)(=O)c2ccccc2)c2cc3ccccc3nc21,-8,39
CCCNS(=O)(=O)c1ccc(OCC(=O)NCCCOC)cc1,12,16
COc1ccc(NCc2nnc(SCC(=O)NCc3ccccc3)n2-c2ccccc2OC)cc1,4,17
O=C(C1CCCN(S(=O)(=O)c2cccnc2)C1)N1CCN(c2ccccn2)CC1 (stereo not drawn),14,29
CSCCC(NC(=O)c1ccc(C)o1)C(=O)O (stereo not drawn),-8,33
O=S(=O)(c1ccc2c(c1)nc(COc1ccc(Cl)cc1)n2CC1CCCO1)N1CCOCC1 (stereo not drawn),-51,58
COc1ccc(S(=O)(=O)N2CCC[C@H]2C(=O)NC2=NCCS2)cc1,0,40
CCC(NS(=O)(=O)c1ccc(C)cc1)C(=O)O (stereo not drawn),-20,40
COc1ccccc1C(=O)n1nc(C)cc1C,-12,23
COc1cccc(=O)c2c(C)oc(C)c12,?,.
CCOc1cccc(C(=O)N(Cc2ccco2)C2CCS(=O)(=O)C2)c1 (stereo not drawn),-37,64
CCOC(=O)Cc1csc2nc3sc(C)c(C)c3c(=O)n12,28,14
O=C(Nc1ccccn1)c1ccc(COc2ccccc2Cl)o1,38,12
COC(=O)C1C(=O)C2=C(CC1C)NC(=O)CC2c1ccccc1 (stereo not drawn),-9,20
COc1ccc(CNC(=O)c2noc3c2CCCC3)cc1,-19,52

# 23 entries already listed, arranged by SMILES length, high to low:
SMILES,mHtt clearance,mHtt clearance grain fraction
Cc1ccc(C)c2[nH]c(=O)c(CN(Cc3ccc4c(c3)OCO4)Cc3nnnn3Cc3ccco3)cc12,47,11
CCOC(=O)c1nnn(CC(=O)N2N=C(c3ccccc3)CC2c2ccccc2)c1C(=O)OCC (stereo not drawn),-2,20
COc1cc2cc(C(c3nnnn3C(C)(C)C)N3CCC(C)CC3)c(=O)[nH]c2cc1OC (stereo not drawn),65,11
COc1ccc(NCc2nnc(SCC(=O)NCc3ccccc3)n2-c2ccccc2OC)cc1,4,17
O=C(C1CCCN(S(=O)(=O)c2cccnc2)C1)N1CCN(c2ccccn2)CC1 (stereo not drawn),14,29
CC(C)(C)NC(=O)C(c1ccccc1F)N(Cc1ccco1)C(=O)c1csnn1 (stereo not drawn),2,41
COc1ccc(S(=O)(=O)N2CCC[C@H]2C(=O)NC2=NCCS2)cc1,0,40
CC(C)Cn1nc(NS(=O)(=O)c2ccccc2)c2cc3ccccc3nc21,-8,39
CCOc1cccc(C(=O)N(Cc2ccco2)C2CCS(=O)(=O)C2)c1 (stereo not drawn),-37,64
CCCOc1ccccc1C(=O)N(Cc1ccco1)C1CCS(=O)(=O)C1 (stereo not drawn),38,25
CC(=O)c1c(C(C)=O)c(C)n(-c2ccc(N)c(C)c2)c1C,-34,31
COC(=O)C1C(=O)C2=C(CC1C)NC(=O)CC2c1ccccc1 (stereo not drawn),-9,20
CC(C)OC(=O)CSc1nnc(-c2cnccn2)n1-c1ccccc1,17,16
O=C1CCCC2=C1C(c1ccccc1)CC(=O)N2c1ccccc1 (stereo not drawn),-24,45
CCOC(=O)Cc1csc2nc3sc(C)c(C)c3c(=O)n12,28,14
NC(=O)c1ccccc1N/C=C/C(=O)c1ccc(F)cc1,0,43
O=C(Nc1ccccn1)c1ccc(COc2ccccc2Cl)o1,38,12
Cc1ccc(-n2nnnc2SC(C)C(N)=O)c(C)c1 (stereo not drawn),-30,46
COc1ccc(CNC(=O)c2noc3c2CCCC3)cc1,-19,52
Cc1cc(Cl)ccc1OCCCC(=O)NCC1CCCO1 (stereo not drawn),36,25
CSCCC(NC(=O)c1ccc(C)o1)C(=O)O (stereo not drawn),-8,33
N#Cc1cc2c(nc1SCC(=O)O)CCCC2,-13,22
COc1cccc(=O)c2c(C)oc(C)c12,?,.
